Assay outcomes (PubChem BioAssay)
NCI-60 one-dose screen, 48 h, at 10 µM unless noted. Numbers give growth in % (100 = growth as untreated, 0 = no growth, -100 = all killed).
CAKI-1 – CAKI-1 renal cancer. actives 4.7% (n = 75,000). AID 1794772
NCI-H23 – NCI-H23 lung cancer | actives 4% (n = 80,000)
A498 – A498 renal cancer cells; AID 1794774; actives 5.4% (n = 76,000)
NCI-H460 – NCI-H460 lung cancer; AID 1794736; actives 6.8% (n = 82,000)
NCI-H522 – NCI-H522 lung cancer; AID 1794739; actives 8% (n = 78,000)
NCI/ADR-RES – NCI/ADR-RES ovarian cells. actives 4.4% (n = 81,000)
RXF 393 – RXF 393 renal cancer cells | actives 6.9% (n = 77,000) | AID 1794773
NCI-H226 – NCI-H226 lung cancer; actives 3.5% (n = 79,000)
ACHN – ACHN renal cancer | actives 4.9% (n = 81,000)
* hit, by the source's call; . = no result given; [ ] = dose if it differs, or a comment. Rule for the calls: active = growth percent below 10; inactive = the rest.

1. C=CCSc1nc(-c2cnccn2)cc(-c2cccs2)c1C#N
2. C#CCN1c2cccc3cccc(c23)N(CC#C)C1c1cn(-c2ccccc2)nc1-c1cccc([N+](=O)[O-])c1
3. CC[C@H]1OC(=O)[C@H](C)[C@@H](O[C@H]2C[C@@](C)(OC)[C@@H](O)[C@H](C)O2)[C@H](C)[C@@H](O[C@@H]2O[C@H](C)C[C@H](N(C)C)[C@H]2O)[C@](C)(O)C[C@H](C)CN(C)[C@H](C)[C@@H](O)[C@]1(C)O
4. Cc1ccc2nc(SCC(=O)Nc3c(C)cccc3C)n(-c3ccc(F)cc3)c(=O)c2c1
5. Cc1ccc(S(=O)(=O)/C(C#N)=C/n2c(=S)[nH]c3ccc([N+](=O)[O-])cc32)cc1
6. O=C(Cc1ccc(CNC(=O)c2ccccc2)cc1)NO
assay / compound	1	2	3	4	5	6
CAKI-1	76	66	97	56	100	102
NCI-H23	87	82	94	69	95	93
A498	78	.	.	89	106	72
NCI-H460	68	99	102	89	107	94
NCI-H522	78	82	104	77	91	43
NCI/ADR-RES	72	90	95	58	101	92
RXF 393	84	94	85	49	115	121
NCI-H226	69	89	103	83	105	101
ACHN	58	88	97	58	97	96

7. O=CNc1cc2c(cc1Br)-c1ccccc1C2O (stereo not given)
8. Brc1ccc2[nH]cc(-c3nonc3-c3c[nH]c4ccccc34)c2c1
9. N=c1c2c(-c3ccccc3)c(-c3ccccc3)oc2ncn1N1C(=O)c2ccccc2C1=O
10. COc1ccccc1/C=N/N=C(\C)c1nnn(-c2ccc(Cl)cc2)c1C
11. COc1ccc(/C=C2\SC(=S)N(NC(=O)Cc3ccccc3Nc3c(Cl)cccc3Cl)C2=O)cc1
12. CCCCCCCCn1ccc2cc(NC(=O)Cn3cc(CN4CCN(CC)CC4)nn3)ccc21
assay / compound	7	8	9	10	11	12
CAKI-1	97	25	81	95	99	70
NCI-H23	95	45	98	101	98	105
A498	108	43	48	96	102	91
NCI-H460	.	12	99	107	104	14
NCI-H522	109	14	89	98	89	87
NCI/ADR-RES	99	43	105	102	102	98
RXF 393	117	78	97	126	114	68
NCI-H226	107	67	97	102	101	98
ACHN	93	34	93	104	103	111

13. O=C(NO)C(=O)NO
14. COc1ccc(/C=C/C(=O)c2c(O)c(OC)c3c(c2OC)OCO3)cc1
15. CCCCC(CC)COC(=O)c1cc([N+](=O)[O-])c(C(C)(C)C)c([N+](=O)[O-])c1 (stereo not given)
16. COc1ccc(OC)c(/C=C/C(=O)c2cc(C(=O)c3ccc(Br)cc3)n3ccc(C)cc23)c1
17. CC(=O)N(C)c1cccc2ccccc12
18. COC(=O)c1nc(-c2ccccc2)oc1S(=O)(=O)N1CCN(c2ccccc2)CC1
assay / compound	13	14	15	16	17	18
CAKI-1	100	108	91	70	93	97
NCI-H23	99	90	95	90	102	95
A498	49	77	92	60	102	109
NCI-H460	113	102	98	98	104	101
NCI-H522	108	95	107	74	87	81
NCI/ADR-RES	101	89	97	70	100	104
RXF 393	99	95	100	107	117	94
NCI-H226	100	99	94	102	101	97
ACHN	104	108	94	99	102	102

19. O=C(COc1cccc(O)c1)Nc1ccc2oc(=O)ccc2c1
20. COc1cc2c(cc1OC)C1=NN(C(=O)Nc3c(C)cccc3C)C(c3ccccc3Cl)C1C2 (stereo not given)
21. CCCCCOC(=O)c1cccnc1
22. COc1cc2c(cc1OC)-c1cc3c(O)[nH]c(=S)n3c(=O)c1=N2
23. O=c1[nH]c(CN2CCN(c3ccccc3)CC2)nc2c(Br)cc(Br)cc12
24. CCOC(=O)c1[nH]n(-c2ccccc2)c(=O)c1/C=N/C(=S)Nc1ccc(Cl)cc1Cl
assay / compound	19	20	21	22	23	24
CAKI-1	.	94	107	88	100	101
NCI-H23	98	98	97	94	98	95
A498	105	91	105	108	121	96
NCI-H460	106	104	103	102	100	101
NCI-H522	98	119	95	95	103	84
NCI/ADR-RES	105	99	101	95	104	103
RXF 393	104	115	116	106	101	102
NCI-H226	91	97	114	95	93	101
ACHN	108	107	104	95	101	105

Copied from the entries so far (2 entries):
23. O=c1[nH]c(CN2CCN(c3ccccc3)CC2)nc2c(Br)cc(Br)cc12
24. CCOC(=O)c1[nH]n(-c2ccccc2)c(=O)c1/C=N/C(=S)Nc1ccc(Cl)cc1Cl
assay / compound	23	24
CAKI-1	100	101
NCI-H23	98	95
A498	121	96
NCI-H460	100	101
NCI-H522	103	84
NCI/ADR-RES	104	103
RXF 393	101	102
NCI-H226	93	101
ACHN	101	105

Ten compounds out of the list, ordered by number of heavy atoms, largest number first:
12. CCCCCCCCn1ccc2cc(NC(=O)Cn3cc(CN4CCN(CC)CC4)nn3)ccc21
20. COc1cc2c(cc1OC)C1=NN(C(=O)Nc3c(C)cccc3C)C(c3ccccc3Cl)C1C2 (stereo not given)
16. COc1ccc(OC)c(/C=C/C(=O)c2cc(C(=O)c3ccc(Br)cc3)n3ccc(C)cc23)c1
24. CCOC(=O)c1[nH]n(-c2ccccc2)c(=O)c1/C=N/C(=S)Nc1ccc(Cl)cc1Cl
15. CCCCC(CC)COC(=O)c1cc([N+](=O)[O-])c(C(C)(C)C)c([N+](=O)[O-])c1 (stereo not given)
23. O=c1[nH]c(CN2CCN(c3ccccc3)CC2)nc2c(Br)cc(Br)cc12
19. O=C(COc1cccc(O)c1)Nc1ccc2oc(=O)ccc2c1
17. CC(=O)N(C)c1cccc2ccccc12
assay / compound	12	20	16	24	15	23	19	17
CAKI-1	70	94	70	101	91	100	.	93
NCI-H23	105	98	90	95	95	98	98	102
A498	91	91	60	96	92	121	105	102
NCI-H460	14	104	98	101	98	100	106	104
NCI-H522	87	119	74	84	107	103	98	87
NCI/ADR-RES	98	99	70	103	97	104	105	100
RXF 393	68	115	107	102	100	101	104	117
NCI-H226	98	97	102	101	94	93	91	101
ACHN	111	107	99	105	94	101	108	102

21. CCCCCOC(=O)c1cccnc1
13. O=C(NO)C(=O)NO
assay / compound	21	13
CAKI-1	107	100
NCI-H23	97	99
A498	105	49
NCI-H460	103	113
NCI-H522	95	108
NCI/ADR-RES	101	101
RXF 393	116	99
NCI-H226	114	100
ACHN	104	104

(more compounds)
25. CCn1c(CSc2nc3ccccc3c(=O)n2CCc2ccccc2)n[nH]c1=S
26. CCc1ccc(S(=O)(=O)Nc2cc3c(C(=O)O)c(C)oc3c3ccccc23)cc1
27. O=C(Nc1cc(=O)[nH]c(SCC(=O)N2CCN(c3cc4c(cc3F)c(=O)c(C(=O)O)cn4C3CC3)CC2)n1)c1ccc(Cl)cc1
28. CC1=C(C(=O)OC(C)C)C(c2ccc3c(c2)OCO3)NC(=S)N1 (stereo not given)
29. COc1cc2c(c3ccccc13)CCCC2=O
30. Cn1c2ccccc2c2nnc(SCCN3CCCCC3)nc21
assay / compound	25	26	27	28	29	30
CAKI-1	.	80	.	94	100	86
NCI-H23	66	97	96	99	99	99
A498	.	98	96	109	.	.
NCI-H460	97	95	107	110	.	103
NCI-H522	-5.0*	89	88	86	105	97
NCI/ADR-RES	74	98	99	101	101	93
RXF 393	85	95	106	106	108	113
NCI-H226	78	94	96	84	93	99
ACHN	97	91	103	99	104	97

31. O=C(CBr)c1ccc(O)c(C(=O)O)c1
32. CS(=O)(=O)c1ccc(-n2cc(/C=N/O)c(-c3ccccc3)n2)cc1
33. CCOC(=O)CC(C)(C)CC(=O)C1CNC2=C(C1)C(=O)CC(C)(C)C2 (stereo not given)
34. Cc1ccc(/C=C/c2c(C(=O)/C=C/c3ccc(Cl)cc3)c(C)nc3ccccc23)cc1
35. COc1ccc(CNC(=O)C(=O)[C@H](Cc2ccccc2)NC(=O)c2[nH]c3ccccc3c(=O)c2C)cc1
36. COc1ccc(C(=S)N2CCN(c3cccc(C)c3)CC2)cc1
assay / compound	31	32	33	34	35	36
CAKI-1	.	74	104	-4.2*	94	103
NCI-H23	108	.	98	2.8*	101	96
A498	102	84	83	-16*	100	102
NCI-H460	105	94	100	-74*	108	108
NCI-H522	99	70	.	5.2*	96	89
NCI/ADR-RES	117	84	100	-22*	108	110
RXF 393	122	79	99	-66*	104	121
NCI-H226	102	77	91	-30*	103	104
ACHN	111	78	102	-65*	100	107

37. CCOc1ccc(C(CC)Oc2ccc(C(=O)O)cc2C(F)(F)F)nc1 (stereo not given)
38. CC12NC(=O)C(C#N)(C(C#N)=C(Cl)N1)C2(C)C (stereo not given)
39. CCOC(=O)c1nnc2cc(-c3ccccc3)nn2c1C
40. O=c1cc(Cn2cc(CSc3nc4ccccc4o3)nn2)c2ccc3ccccc3c2o1
41. N/C(=N\C(N)=N\c1nc2ccccc2s1)c1ccccc1Br
42. CC1CCCN1Cc1nc2ccc(NC(=O)c3ccc4c(cnn4C)c3)cc2[nH]1 (stereo not given)
assay / compound	37	38	39	40	41	42
CAKI-1	100	.	164	108	72	90
NCI-H23	106	96	91	88	92	87
A498	.	115	96	105	119	86
NCI-H460	103	113	110	107	98	109
NCI-H522	91	102	102	101	98	87
NCI/ADR-RES	103	96	95	101	100	101
RXF 393	106	118	.	110	114	97
NCI-H226	105	105	97	97	90	79
ACHN	108	102	101	116	93	90

43. Cc1ccc(C(=O)NNC(=O)CSc2nc3c(c(=O)[nH]2)CCCC3)cc1
44. COc1cc(-c2nc(-c3ccccc3)[nH]c2-c2ccnc(NCCCNS(=O)(=O)c3cccc4ccccc34)n2)ccc1F
45. CCOC(=O)c1ccc(NC(=O)CN2CCN(c3cc(=O)[nH]c4ccc(F)cc34)CC2)cc1
46. Cc1c(C(=O)/C=C/c2cc3ccccc3n3nnnc23)nnn1-c1ccc(Cl)cc1
47. COc1cc2c3c(cccc3c1)C(=O)N(CCN1CCCC1)C2=O
48. C[S+](C)CC(=O)c1ccccc1
assay / compound	43	44	45	46	47	48
CAKI-1	97	98	97	92	14	95
NCI-H23	101	109	94	106	33	102
A498	103	98	93	96	-22*	137
NCI-H460	118	98	104	100	-22*	120
NCI-H522	92	93	99	86	-11*	.
NCI/ADR-RES	103	94	103	106	13	106
RXF 393	.	95	105	86	11	101
NCI-H226	100	85	96	101	0.8*	101
ACHN	103	93	102	92	7.6*	105

49. Nc1ccc2c(c1)C(=O)c1cc(Cl)c(Cl)cc1-2
50. CN(C)Cc1cc(C(C)(C)CC(C)(C)C)ccc1O
51. CC1CN(c2c(F)c(N)c3c(=O)c(C(=O)O)cn(C4CC4)c3c2F)C[C@H](C)N1 (stereo not given in full)
52. O=C(OC[C@@H]1CO1)c1cccc2c(=O)c3ccccc3[nH]c12
53. C#CC[C@H](N)C(=O)O
54. CC1=Cc2cc(Cl)ccc2OC12C=Cc1cc(Cl)ccc1O2 (stereo not given)
assay / compound	49	50	51	52	53	54
CAKI-1	70	91	108	-13*	91[20 µM]	90
NCI-H23	89	91	96	-58*	103[20 µM]	91
A498	77	116	100	-44*	105[20 µM]	116
NCI-H460	105	100	110	-22*	104[20 µM]	105
NCI-H522	.	68	.	-50*	89[20 µM]	93
NCI/ADR-RES	97	91	100	-16*	108[20 µM]	105
RXF 393	104	138	121	-57*	114[20 µM]	113
NCI-H226	83	91	101	-25*	106[20 µM]	98
ACHN	92	82	91	-41*	107[20 µM]	99

55. C=C1c2nc3ccccc3n2C=C(c2cccc(OC)c2)N1Cc1ccc(Cl)cc1
56. CNC1=C([N+](=O)[O-])C(c2cc3cc(OC)ccc3nc2Cl)C(C#N)=C(c2cccs2)O1 (stereo not given)
57. O=c1[nH]c2ccccc2cc1-c1nnc(COc2ccccc2)o1
58. O=C1NC(=S)NC1Cn1cnc2ccccc21 (stereo not given)
59. COc1ccc(C2N(c3ccc(Br)cc3)N=C(C(C)=O)N2[C@H]2[C@H](OC(C)=O)O[C@H](COC(C)=O)[C@@H](OC(C)=O)[C@@H]2OC(C)=O)cc1 (stereo not given in full)
60. O=C(Nc1ccc(Cl)c(Cl)c1)C1C(=O)C(=O)N(c2ccc(Cl)c(Cl)c2)C1=O (stereo not given)
assay / compound	55	56	57	58	59	60
CAKI-1	112	86	.	95	71	87
NCI-H23	89	91	89	98	75	101
A498	110	95	78	102	61	97
NCI-H460	99	101	105	109	52	101
NCI-H522	90	88	103	91	48	91
NCI/ADR-RES	102	101	91	107	62	98
RXF 393	100	112	103	110	.	99
NCI-H226	98	102	93	101	70	94
ACHN	101	99	105	100	61	82

61. CCCCCC(C)NCCOC(=O)c1ccc([N+](=O)[O-])cc1 (stereo not given)
62. CCCCCC(O)(CCC)CCCCC
63. CCCCCCCCCCCCCCCC1=NCC[N+]1(CCO)CCO
64. O=C1c2cccc3c(-c4ccc5c(c4)ncn5C4CCCCC4)ccc(c23)C(=O)N1c1nc2ccccc2s1
65. O=S1(=O)CCN(C2CC2)CC1
66. O=[N+]([O-])c1ccc(S(=O)(=O)N2CCN(C3=NS(=O)(=O)c4ccccc4N3c3ccccc3)CC2)cc1
67. COc1ccc(C2C(C#N)(C#N)C2(C#N)C#N)cc1
assay / compound	61	62	63	64	65	66	67
CAKI-1	96	98	80	73	100	85	83
NCI-H23	91	101	54	86	103	87	100
A498	83	96	87	121	81	105	103
NCI-H460	102	102	3.4*	95	103	115	108
NCI-H522	102	99	41	78	106	94	92
NCI/ADR-RES	94	109	71	91	104	93	96
RXF 393	95	116	35	105	102	92	109
NCI-H226	93	97	73	84	104	104	98
ACHN	96	110	67	85	99	99	97

This is a random part of the collection; 12% or so of the library scored in one or more.
